# Compound activity (PubChem BioAssay)
# EZH2 inh – EZH2 (human) methyltransferase inhibition. inhibition, % at 12.5 µM. PRC2 H3K27 methylation, DELFIA TRF, 1 h. AID 651548. 57,000 tested, 0.35% active. Q15910;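 active = mean inhibition of replicates at least 50% and every single replicate also reaching 50%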;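 note: dimethyl H3K27 on biotinylated H3 21-44 peptide detected by antibody; plate controls were median neutral control wells for no effect and median positive control wells for full effect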
# IDH1 R132H inh – blocks human IDH1 R132H reductase activity; inhibition, % at 10 µM; AID 624101; 70,000 tested, 0.18% active; diaphorase/resazurin fluorescence, 60 min; O75874; in the data active = inhibition above about 34%;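 note: 0% = DMSO and 100% = no enzyme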
# Target sequence (O75874 whole entry R132H): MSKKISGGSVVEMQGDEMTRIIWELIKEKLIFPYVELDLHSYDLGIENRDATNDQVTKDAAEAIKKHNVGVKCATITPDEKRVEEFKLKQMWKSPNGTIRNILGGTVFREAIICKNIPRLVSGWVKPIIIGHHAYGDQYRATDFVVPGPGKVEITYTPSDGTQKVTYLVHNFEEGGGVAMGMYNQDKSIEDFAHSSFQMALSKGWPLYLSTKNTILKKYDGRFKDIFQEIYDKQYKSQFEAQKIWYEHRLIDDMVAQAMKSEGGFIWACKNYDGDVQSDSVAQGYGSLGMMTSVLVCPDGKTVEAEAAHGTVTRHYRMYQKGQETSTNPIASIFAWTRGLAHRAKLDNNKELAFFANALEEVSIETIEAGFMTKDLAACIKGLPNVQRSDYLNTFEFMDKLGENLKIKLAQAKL
# * hit, by the source's call; · = not tested or not shown.
# Below each SMILES – EZH2 inh | IDH1 R132H inh
- C/C=C/c1cnc2c(c1)C(=O)N([C@@H](C)CO)C[C@H](C)[C@@H](CN(C)S(=O)(=O)c1ccccc1F)O2
 : -8.8 | -0.3
- C[C@H](CO)N1C[C@H](C)[C@@H](CN(C)C(=O)Nc2ccc(F)cc2)OCCCC[C@H](C)Oc2ccc(NS(=O)(=O)c3ccccc3)cc2C1=O
 : · | 1.0
- COC(=O)c1ccccc1NC(=O)c1ccc(Cl)c(S(=O)(=O)Nc2ccc(C)cc2C)c1
 : 1.1 | 0.9
- Cc1noc(C)c1NC(=O)Nc1cccc2c1O[C@@H](CN(C)S(=O)(=O)c1ccccc1)[C@H](C)CN([C@@H](C)CO)C2=O
 : · | -0.1
- CCCC#Cc1ccc2c(c1)O[C@@H](CN(C)C)[C@H](C)CN([C@H](C)CO)S2(=O)=O
 : · | 3.1
- CN(C)CC(=O)Nc1ccc2c(c1)[C@H]1C[C@H](CC(=O)N3CCc4ccccc4C3)O[C@H](CO)[C@H]1O2
 : -0.1 | -0.6
- CO[C@H]1CC[C@@H]2CCN(C)C(=O)[C@H](C)[C@H](OC)CN(C)C(=O)c3cc(C#N)ccc3OC[C@H]1O2
 : -1.9 | -0.2
- O=C(C[C@@H]1C[C@H]2c3cc(NC(=O)NC4CCCC4)ccc3O[C@H]2[C@@H](CO)O1)NCc1ccncc1
 : 3.2 | -0.3
- CCC(=O)N(C)C[C@H]1Oc2cc(C#CC(C)(C)O)ccc2S(=O)(=O)N([C@@H](C)CO)C[C@H]1C
 : · | -0.5
- COc1ccc(Cl)c(Cn2c(NCc3ccco3)nc3c2c(=O)n(C)c(=O)n3C)c1
 : 3.8 | -0.5

# As entered above:
# `COC(=O)c1ccccc1NC(=O)c1ccc(Cl)c(S(=O)(=O)Nc2ccc(C)cc2C)c1` in IDH1 R132H inh: 0.9
# `Cc1noc(C)c1NC(=O)Nc1cccc2c1O[C@@H](CN(C)S(=O)(=O)c1ccccc1)[C@H](C)CN([C@@H](C)CO)C2=O` in IDH1 R132H inh: -0.1

# (further entries)
# Below each SMILES – EZH2 inh | IDH1 R132H inh
- CNC[C@H]1OCCCC[C@@H](C)Oc2ccc(NC(=O)Nc3ccc(OC)cc3)cc2C(=O)N([C@@H](C)CO)C[C@H]1C
 : 10.9 | ·
- COCC(=O)Nc1ccc2c(c1)[C@@H]1C[C@@H](CC(=O)NCc3ccccc3OC)O[C@H](CO)[C@@H]1O2
 : 29.6 | -0.8
- CCCC#Cc1ccc2c(c1)O[C@H](CN(C)Cc1ccccn1)[C@H](C)CN([C@H](C)CO)S2(=O)=O
 : -18.6 | -0.1
- COc1cccc(-c2cnc3c(c2)C(=O)N([C@H](C)CO)C[C@H](C)[C@@H](CN(C)Cc2ccc(F)cc2)O3)c1
 : 10.6 | -1.0
- Cc1onc(-c2c(Cl)cccc2Cl)c1C(=O)N[C@@H]1C(=O)N2[C@@H]1SC(C)(C)[C@@H]2C(=O)O
 : -0.7 | 1.0
- CO[C@H]1CN(C)C(=O)c2cc(NC(=O)Cc3ccccc3)ccc2OC[C@@H](C)N(CC2CC2)C[C@@H]1C
 : 2.1 | 0.1
- C[C@@H]1CN([C@@H](C)CO)C(=O)Cc2cc(NC(=O)C3CCCCC3)ccc2O[C@H]1CN(C)C(=O)Nc1ccc(F)cc1
 : 4.0 | 0.0
- C[C@H]1CN([C@@H](C)CO)C(=O)CCCn2nncc2CO[C@H]1CN(C)C(=O)c1ccccc1
 : · | 2.4
- COCC(=O)Nc1ccc2c(c1)[C@@H]1C[C@H](CC(=O)N3CCCCC3)O[C@H](CO)[C@@H]1O2
 : 13.6 | -2.4
- C[C@H]1CN([C@@H](C)CO)C(=O)Cc2cc(NC(=O)CCCCCC(=O)Nc3ccccc3N)ccc2O[C@H]1CN(C)Cc1ccc2c(c1)OCO2
 : -2.7 | 0.1
- C[C@@H]1CN([C@H](C)CO)C(=O)c2cc(NC(=O)Nc3ccc(C(F)(F)F)cc3)ccc2O[C@@H]1CN(C)C(=O)Nc1ccc(C(F)(F)F)cc1
 : · | 0.4
- COC(=O)C[C@H]1C[C@H]2c3cc(NC(=O)CN(C)C)ccc3O[C@H]2[C@H](CO)O1
 : -4.2 | 0.2
- C[C@@H]1CN([C@@H](C)CO)C(=O)c2cc(NS(=O)(=O)c3ccc(Cl)cc3)ccc2O[C@@H]1CN(C)S(C)(=O)=O
 : · | -0.5
- C[C@H]1CCCCO[C@@H](CN(C)S(=O)(=O)c2ccc(Cl)cc2)[C@@H](C)CN([C@@H](C)CO)C(=O)c2cc(NS(=O)(=O)c3ccc(F)cc3)ccc2O1
 : · | -0.3
- CNC[C@H]1Oc2ccc(NC(=O)NC3CCCCC3)cc2CC(=O)N([C@H](C)CO)C[C@H]1C
 : -9.3 | 0.9
- C/C=C/c1cnc2c(c1)C(=O)N([C@H](C)CO)C[C@H](C)[C@@H](CN(C)C(=O)Nc1ccc(OC)cc1)O2
 : -0.4 | -0.1
- C[C@H](CO)N1C[C@H](C)[C@H](CN(C)C(=O)c2ccc(F)cc2)Oc2ncc(C3=CCCCC3)cc2C1=O
 : -11.0 | -0.1
- O=C(CC(C(=O)O)N1CCCCC1)Nc1ccccc1 (centres undefined)
 : -1.7 | 0.2
- COc1cc(OC)c(NC(=O)CSc2nnc(-c3ccncc3)n2-c2ccccc2)cc1Cl
 : -1.1 | 0.1
- C[C@H](CO)N1C[C@H](C)[C@H](CN(C)C(=O)C2CCCCC2)OCc2cnnn2CCCC1=O
 : 1.9 | ·

# Structures listed so far with a COOH group:
# Below each SMILES – EZH2 inh | IDH1 R132H inh
- Cc1onc(-c2c(Cl)cccc2Cl)c1C(=O)N[C@@H]1C(=O)N2[C@@H]1SC(C)(C)[C@@H]2C(=O)O
 : -0.7 | 1.0
- O=C(CC(C(=O)O)N1CCCCC1)Nc1ccccc1 (centres undefined)
 : -1.7 | 0.2

# Going on with the list.
# Below each SMILES – EZH2 inh | IDH1 R132H inh
- CO[C@@H]1CN(C)C(=O)c2cc(NC(=O)C3CCOCC3)ccc2OC[C@@H](C)N(Cc2nccs2)C[C@H]1C
 : 4.6 | 0.1
- C[C@H](CO)N1C[C@H](C)[C@H](CN(C)C(=O)Nc2ccc3c(c2)OCO3)OCCCC[C@H](C)Oc2ccc(NC(=O)c3ccccc3)cc2C1=O
 : · | -1.2
- CO[C@H]1CN(C)C(=O)c2ccc(NC(=O)C3CCCCC3)cc2OC[C@@H](C)N(C)C[C@H]1C
 : 4.8 | -0.1
- C[C@@H]1CN([C@@H](C)CO)C(=O)Cc2cc(NS(=O)(=O)c3cn(C)cn3)ccc2O[C@@H]1CN(C)C(=O)Nc1ccc(C(F)(F)F)cc1
 : · | 0.7
- CN(C)CC(=O)N[C@@H]1CC[C@H](CCn2cc(C3CCCC3)nn2)O[C@H]1CO
 : -5.4 | -0.1
- C[C@H]1CN([C@@H](C)CO)C(=O)c2cc(-c3cccc(F)c3)cnc2O[C@H]1CN(C)S(=O)(=O)c1cccc(F)c1
 : -13.1 | -0.9
- O=C(C[C@H]1CC[C@@H](NC(=O)c2ccc(F)cc2)[C@@H](CO)O1)NCc1ccncn1
 : 14.1 | 0.1
- C[C@H]1CN([C@@H](C)CO)S(=O)(=O)c2ccc(C#CC3CC3)cc2O[C@H]1CN(C)Cc1cccnc1
 : -6.7 | 4.4
- COC(=O)c1c(NC(=O)COc2cccc(Cl)c2)sc2c1CCC2
 : 22.9 | 1.6
- CO[C@@H]1CN(C)C(=O)c2ccc(NC(=O)C3CCCC3)cc2OC[C@H](C)N(C(C)=O)C[C@H]1C
 : 3.7 | 0.1
- C[C@@H]1CN([C@@H](C)CO)C(=O)c2cc(C#CC3(O)CCCC3)cnc2O[C@H]1CN(C)S(=O)(=O)c1cccc(F)c1
 : 3.6 | -4.8
- C[C@H]1CN([C@@H](C)CO)C(=O)c2cc(C#Cc3ccccc3F)cnc2O[C@H]1CN(C)C(=O)C1CCC1
 : · | -0.2
- COc1ccc(NC(=O)N(C)C[C@H]2Oc3ccc(NC(=O)CCC(F)(F)F)cc3CC(=O)N([C@@H](C)CO)C[C@@H]2C)cc1
 : -2.4 | -0.6
- O=C(NCCN1CCOCC1)c1cc2cc(Br)ccc2oc1=O
 : -33.9 | 0.5
- O=C(C[C@@H]1C[C@H]2c3cc(NC(=O)NC4CCCCC4)ccc3O[C@H]2[C@H](CO)O1)NCC(F)(F)F
 : 3.1 | -0.3
- O=C(C[C@H]1CC[C@@H](NC(=O)NC2CCCCC2)[C@H](CO)O1)NCc1ccccc1
 : -9.9 | 0.1
- Cc1[nH]c2ccccc2c1C(=O)CSc1nncn1C
 : · | -0.6
- CCC(=O)N(C)C[C@H]1Oc2cc(C#CC(C)(C)O)ccc2S(=O)(=O)N([C@@H](C)CO)C[C@@H]1C
 : 14.1 | -4.0
- O=C(NCC[C@@H]1CC[C@H](NS(=O)(=O)c2cccc(F)c2)[C@H](CO)O1)C1CCCC1
 : -18.7 | 48.3*
- COc1ccc(NC(=O)Nc2ccc3c(c2)C(=O)N([C@@H](C)CO)C[C@H](C)[C@H](CN(C)C(=O)Nc2ccc4c(c2)OCO4)O3)cc1
 : · | 0.5
- COC(=O)c1cc(-c2ccccc2)sc1NC(=S)Nc1cccc(NC(C)=O)c1
 : -1.1 | 0.2
- C[C@H](CO)N1C[C@H](C)[C@H](CN(C)S(=O)(=O)c2ccccc2)OCCCC[C@H](C)Oc2ccc(NC(=O)C3CCCCC3)cc2C1=O
 : · | 1.6
- COc1ccc(NC(=O)N(C)C[C@@H]2Oc3ccc(NS(=O)(=O)c4ccc(Cl)cc4)cc3CC(=O)N([C@@H](C)CO)C[C@@H]2C)cc1
 : · | -0.6
- C[C@H]1CN([C@@H](C)CO)C(=O)c2cc(C#CC3CCCC3)cnc2O[C@@H]1CN(C)C(=O)C1CCCCC1
 : · | -0.7
- COc1ccc(NC(=O)N(C)C[C@@H]2Oc3ccc(NC(=O)Cc4ccccc4)cc3C(=O)N([C@H](C)CO)C[C@H]2C)cc1
 : -0.4 | 2.0
- CCCNC(=O)Nc1ccc2c(c1)OC[C@H](C)N(CCC)C[C@H](C)[C@H](OC)CN(C)C2=O
 : 4.7 | -0.4
- Cc1cc(Cl)c(S(N)(=O)=O)cc1OCC(=O)NC1CCCCC1
 : 4.6 | 0.2
- COc1ccc(NC(=O)N(C)C[C@H]2Oc3ccc(NS(=O)(=O)c4c(C)noc4C)cc3C(=O)N([C@H](C)CO)C[C@H]2C)cc1
 : · | 0.7
- COc1ccc(S(=O)(=O)N[C@@H]2CC[C@@H](CCn3cc(-c4ccccc4F)nn3)O[C@H]2CO)cc1
 : 3.7 | -0.4
- COc1ccc(S(=O)(=O)N(C)CC(=O)NC2CCCCC2)cc1Cl
 : -10.1 | 1.1
- CO[C@H]1CN(C)C(=O)c2cc(NC(=O)C3CCC3)ccc2OC[C@@H](C)N(C)C[C@H]1C
 : 12.1 | 0.2
- COC(=O)COc1cccc(NC(=O)c2ccc(Br)cc2)c1
 : 1.4 | 0.4
- O=C(CN1CCOCC1)N[C@H]1CC[C@@H](CCNC(=O)C2CCCC2)O[C@@H]1CO
 : 21.0 | -0.6
- Cc1cc(NC(=O)CN(c2cccc(Cl)c2)S(C)(=O)=O)ccc1Br
 : -28.6 | 0.3
- N[C@@H]1CC[C@H](CCn2cc(-c3ccccn3)nn2)O[C@H]1CO
 : -2.4 | 0.3
- O=C(CCCCCCC(=O)Nc1ccccc1O)N/N=C/c1cccc(OCCO)c1
 : -1.4 | -0.6
- C[C@H](O)C#Cc1ccc2c(c1)O[C@H](CN(C)C(=O)C1CC1)[C@@H](C)CN([C@H](C)CO)S2(=O)=O
 : 7.8 | ·
- COc1ccc(CN(C)C[C@H]2OCCCC[C@H](C)Oc3ccc(NC(=O)Nc4ccc(F)cc4)cc3C(=O)N([C@H](C)CO)C[C@H]2C)cc1
 : · | 1.6
- C[C@@H]1CN([C@@H](C)CO)C(=O)c2cccc(NC(=O)C3CC3)c2O[C@@H]1CN(C)CC1CC1
 : 2.0 | 0.8
- C[C@@H]1CN([C@H](C)CO)C(=O)c2cc(NC(=O)C3CCCCC3)ccc2O[C@@H](C)CCCCO[C@H]1CN(C)Cc1ccncc1
 : -11.9 | 3.1
- O=S(=O)(N[C@@H]1CC[C@H](CCn2cc(-c3cccnc3)nn2)O[C@H]1CO)c1ccccc1
 : 2.1 | -0.2
- O=C(C[C@@H]1CC[C@H](NS(=O)(=O)c2ccccc2)[C@H](CO)O1)N1CCc2ccccc2C1
 : 18.6 | -0.1
- Cc1ccc(S(=O)(=O)Nc2ccc3c(c2)C(=O)N([C@@H](C)CO)C[C@@H](C)[C@@H](CN(C)S(=O)(=O)c2c(C)noc2C)OCCCC[C@@H](C)O3)cc1
 : · | 0.2
- C[C@@H]1O[C@@H](O[C@H]2[C@@H]3C=CO[C@@H](O[C@@H]4O[C@H](CO)[C@@H](O)[C@H](O)[C@H]4O)[C@@H]3[C@@]3(CO)O[C@@H]23)[C@H](OC(=O)/C=C/c2ccc(O)cc2)[C@H](O)[C@H]1O
 : · | 0.1
- CC(C)C#Cc1ccc2c(c1)O[C@H](CN(C)C(=O)c1ccccn1)[C@@H](C)CN([C@@H](C)CO)S2(=O)=O
 : -13.1 | -0.6
- C[C@@H]1CN([C@H](C)CO)C(=O)Cc2cc(NC(=O)Cc3cn(C)c4ccccc34)ccc2O[C@H]1CN(C)C(=O)Nc1ccc(C(F)(F)F)cc1
 : · | -7.3
- C[C@H](CO)N1C[C@H](C)[C@H](CN(C)C(=O)Nc2ccccc2)Oc2ccc(NC(=O)CCC(F)(F)F)cc2C1=O
 : -13.0 | 2.1
- CCCC#Cc1ccc2c(c1)O[C@H](CN(C)CC1CCOCC1)[C@@H](C)CN([C@H](C)CO)S2(=O)=O
 : -6.5 | -0.6
- CCCNC(=O)N(C)C[C@@H]1Oc2ncc(-c3ccccc3F)cc2C(=O)N([C@@H](C)CO)C[C@H]1C
 : 5.4 | 0.4
- CC(C)NC(=O)N(C)C[C@@H]1Oc2ncc(C#Cc3ccc(F)cc3)cc2C(=O)N([C@@H](C)CO)C[C@H]1C
 : -17.7 | -0.7
- C[C@@H]1CN([C@@H](C)CO)S(=O)(=O)c2ccc(-c3ccccc3F)cc2O[C@H]1CN(C)C(=O)C1CC1
 : -2.8 | -0.3

# Only part of the results is shown, so the mix of outcomes need not match the whole.
